RGS4 inh: Inhibitors of Regulator of G Protein Signaling (RGS) 4: qHTS; Regulator of G-protein signaling 4 (Homo sapiens), P49798; actives 0.039% (n = 390,000); Transcreener GDP fluorescence polarization, RGS4-accelerated GTP hydrolysis; Potency, µM (series often up to 114 µM), for the others: at the highest dose activity change, negative = inhibition, most hits filed as inhibitors; further: potency means the concentration at half of the fitted maximal effect; on the % scale 0 is the no-effect control and ±100 the full control effect; nearly all actives have a fitted effect of over 75% in size; some results filed as inactive show a strong effect at the top dose
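MLSMR compounds (23 nl, pin-transferred) preincubated 10 min at room temperature with a 500nM (2x) first reagent, then RGS4 at 900nM (2x) plus Transcreener GDP mix added; fluorescence polarization (620/688 nm) read before and after 90 min at 30 °C.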
ALOX12 inh: Primary qHTS assay for inhibitors of human arachidonate 12S-lipoxygenase (ALOX12): Round 2; purified 12hLO, xylenol orange hydroperoxide absorbance; Potency, µM (titrated, usually from 108 µM), for inactives: top-dose activity change, negative = inhibition, most hits filed as inhibitors; actives 1.1% (n = 580,000); AID 1671190, 2021; further: potency means the concentration at half of the fitted maximal effect; on the % scale 0 is the no-effect control and ±100 the full control effect
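Purified human 12hLO (150 nM final) in 25 mM Hepes, 0.01% Triton X-100, pH 7.0 was preincubated 15 min at room temperature with compound. Then 40 uM arachidonic acid was added, 30 min. Hydroperoxide was read by Fe-XO absorbance ratio 573/405 nm.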
JMJD2A Tudor inh: qHTS Assay for Inhibitors of JMJD2A-Tudor Domain. Lysine-specific demethylase 4A (Homo sapiens), O75164. AlphaScreen JMJD2A-Tudor / H3K4me3 peptide binding. Potency, µM (highest dose often 114 µM), for the others: top-dose activity change, negative = inhibition, most hits filed as inhibitors. actives 4.4% (n = 390,000); further: potency means the concentration at half of the fitted maximal effect; on the % scale 0 is the no-effect control and ±100 the full control effect; nearly all actives have a fitted effect of over 50% in size
GLS inh: qHTS for Inhibitors of Glutaminase (GLS). Glutaminase kidney isoform, mitochondrial (Homo sapiens), O94925. GLS enzymatic activity, qHTS titration. AID 624170, 2012. actives 0.21% (n = 410,000). Potency, µM (titrated, usually from 45.5 µM), for inactives: top-dose activity change, negative = inhibition, hits mostly inhibitors; further: potency means the concentration at half of the fitted maximal effect; on the % scale 0 is the no-effect control and ±100 the full control effect
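Coupled fluorescence readout: glutamate oxidase/HRP/Amplex Red detect glutamate formed by hKGA from L-glutamine (1 mM solution added). Buffer 45 mM KH2PO4 pH 8.2, 0.02% Tween-20; reads at t0 and 30 min RT.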
BAZ2B block: qHTS Assay for Inhibitors of BAZ2B. Potency, µM (series often up to 114 µM), without a hit: at the top dose activity change, negative = inhibition, most hits filed as inhibitors. actives 4.4% (n = 360,000). AID 504333, 2011. AlphaScreen BAZ2B-H3K14Ac peptide displacement. Bromodomain adjacent to zinc finger domain protein 2B (Homo sapiens), Q9UIF8; further: potency means the concentration at half of the fitted maximal effect; on the % scale 0 is the no-effect control and ±100 the full control effect; nearly all actives have a fitted effect of over 60% in size
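Complex of BAZ2B and biotin-H3K14Ac (50 nM apiece) forms over 30 min at RT, then faces library compounds up to 110 uM for another 30 min; AlphaScreen beads added, 20 min dark incubation, luminescence read.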
G9a block: qHTS Assay for Inhibitors of Histone Lysine Methyltransferase G9a; Histone-lysine N-methyltransferase EHMT2 (Homo sapiens), Q96KQ7; G9a H3K9 monomethylation, AlphaScreen, 2 h; Potency, µM (highest dose often 102 µM), without a hit: top-dose activity, negative = inhibition, most hits filed as inhibitors; actives 8.8% (n = 350,000); further: potency means the concentration at half of the fitted maximal effect; on the % scale 0 is the no-effect control and ±100 the full control effect; nearly all actives have a fitted effect of over 75% in size
Target sequence (Q96KQ7 913-1193 limits assumed): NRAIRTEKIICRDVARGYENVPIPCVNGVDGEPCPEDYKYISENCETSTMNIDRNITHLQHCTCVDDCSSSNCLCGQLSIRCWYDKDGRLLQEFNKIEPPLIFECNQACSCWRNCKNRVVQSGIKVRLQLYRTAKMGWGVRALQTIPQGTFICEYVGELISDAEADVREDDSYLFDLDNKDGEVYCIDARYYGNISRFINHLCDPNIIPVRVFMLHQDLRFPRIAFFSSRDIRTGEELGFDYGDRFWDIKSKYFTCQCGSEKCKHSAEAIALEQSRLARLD
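Using a bead-based AlphaScreen, monomethylated H3K9 product from 2 h room-temperature reactions (G9a 20 nM, peptide 500 nM, SAM 20 uM) was detected with 0.5 ug/mL rabbit anti-H3K9me1 antibody.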
PI4K2A inh: qHTS for small molecular inhibitors of PI4K2A. purified PI4K2A, ADP-Glo luminescence, 1 h; active compounds read low. activity change, negative = inhibition, % at 76.9 µM. actives 0.13% (n = 420,000). AID 1346378, 2018; in the data active means activity change below about -50%; inconclusive means mostly about -30% to -49%;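 further: -100% = wells without enzyme as full effect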
Target sequence (Q9BTU6 whole entry, looked up): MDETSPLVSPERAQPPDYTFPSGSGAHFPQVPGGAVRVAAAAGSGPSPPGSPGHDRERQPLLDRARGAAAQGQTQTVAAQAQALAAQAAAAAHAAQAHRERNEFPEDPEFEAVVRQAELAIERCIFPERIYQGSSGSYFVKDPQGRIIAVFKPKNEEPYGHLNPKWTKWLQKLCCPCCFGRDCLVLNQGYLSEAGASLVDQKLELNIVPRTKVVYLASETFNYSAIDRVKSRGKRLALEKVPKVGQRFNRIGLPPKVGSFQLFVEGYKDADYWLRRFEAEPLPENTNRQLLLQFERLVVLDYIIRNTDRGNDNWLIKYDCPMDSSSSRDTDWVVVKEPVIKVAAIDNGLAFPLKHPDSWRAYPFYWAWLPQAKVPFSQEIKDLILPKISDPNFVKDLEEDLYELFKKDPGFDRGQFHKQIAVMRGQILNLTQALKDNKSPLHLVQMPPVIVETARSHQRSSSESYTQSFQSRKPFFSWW
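Compounds are screened against recombinant PI4K2A using PI as substrate and ATP, the latter dispensed at 300 microM. Reactions run one hour at ambient temperature before ADP-Glo detection; full inhibition defined by wells lacking enzyme.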
HP1b chromo inh: HTS for Inhibitors of HP1-beta Chromodomain Interactions with Methylated Histone Tails; actives 0.56% (n = 390,000); AID 540317, 2011; Potency, µM (top dose mostly 114 µM), for the others: at the highest dose activity change, negative = inhibition, most hits filed as inhibitors; Chromobox protein homolog 1 (Homo sapiens), P83916; AlphaScreen HP1-beta / biotin-H3K9me3 peptide binding; further: potency means the concentration at half of the fitted maximal effect; nearly all actives have a fitted effect of over 70% in size; inactives centre near 23
Target sequence (P83916 whole entry, looked up): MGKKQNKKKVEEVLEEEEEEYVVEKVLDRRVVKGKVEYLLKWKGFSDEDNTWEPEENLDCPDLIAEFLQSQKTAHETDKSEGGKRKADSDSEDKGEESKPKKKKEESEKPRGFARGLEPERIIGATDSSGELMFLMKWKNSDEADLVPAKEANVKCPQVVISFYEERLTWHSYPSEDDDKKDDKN
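HP1-beta protein (50 nM final) preincubated 30 min at room temperature with biotinylated H3(1-18)K9me3 peptide (50 nM) in PBS pH 7.4, 0.01% Tween-20, then compound added for 30 min. AlphaScreen streptavidin donor/nickel chelate acceptor beads (10 ug/mL final), 30 min dark, luminescence read.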
ERG Ets-DNA blk: qHTS for Small Molecule Inhibitors of the ERG Ets/DNA interaction. fluorescence polarization, His-ERG Ets domain / labelled DNA. Potency, µM (top dose mostly 76.9 µM), inactives show top-dose FP activity, negative = inhibition, usual class: inhibitors. actives 0.028% (n = 370,000). Transcriptional regulator ERG (Homo sapiens), P11308; active means well fitted inhibition curve with a large enough effect in the polarisation, with a control signal flat; inconclusive means small, poorly fitted or top-dose-only effect, or effect the other way, or a change in a side signal; inactive means no such curve, though single readings can be large or run the other way; the % refers to the polarisation;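 further: polarization taken with two DNA probes labelled with fluorescein and Texas red; potency means the concentration at half of the fitted maximal effect; % of control where 0% means no effect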
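His-tagged ERG Ets domain (1 uM in the protein solution; 300mM KCl, 50mM Tris-HCl, 1mM EDTA, 1mM DTT, pH 7.5) received compound, then a probe mix of 5 nM fluorescein-DNA and 100nM Texas-615-DNA. Fluorescence polarization was read for both dyes.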
Starred values were filed as active, the others as inactive; ? = inconclusive; . = not tested or not shown; & = joins results of further samples; [ ] = dose if it differs, or a comment. Unless noted, the call rests on the fitted dose curve; in most records, active means well fitted curve in the direction sought with a large enough effect; inconclusive means small, poorly fitted or top-dose-only effect, or another doubt; inactive means no such curve, though single readings can be large; an effect the other way counts as inactive or inconclusive. Only part of the results is shown (hit frequency here may not be typical).

1: COc1ccc(-c2occ(C(=O)O)c2C(=O)O)cc1
2: CCCS(=O)(=O)N1CCCC(C(=O)NCCN2CCC(Cc3ccccc3)CC2)C1 (stereo unspecified)
3: CC(C)CC(C(=O)Oc1ccc2c3c(c(=O)oc2c1)CCC3)N1C(=O)c2ccccc2C1=O (stereo unspecified)
4: COc1cc(OC)c(C(=O)CCCN2CCCC2)c(OC)c1
5: O=C(c1cc(C2CC2)nn1-c1ccccc1)N1CCN(c2ccccn2)CC1
6: Cc1cccc(C(c2sc3nc(-c4ccco4)nn3c2O)N2CCOCC2)c1 (stereo unspecified)
7: Cc1ccc(O)c(-c2cc(C(=O)Nc3cccnc3)[nH]n2)c1
8: CCOC(=O)CC(=O)NC(CC(=O)OC)c1ccc(C(C)C)cc1 (stereo unspecified)
9: OCCN(CCO)c1ccc2ccccc2c1
10: Cc1cccc(-c2sc(Nc3ccccc3)n[n+]2-c2ccccc2)c1

Compound,1,2,3,4,5,6,7,8,9,10
RGS4 inh,8%,0%,11%,-14%,8%,-3%,-29%,10%,-48%,-15%
ALOX12 inh,-12%,2%,-1%,0%,-4%,?,10%,-1%,-9%,?
JMJD2A Tudor inh,18%,-7%,-5%,-6%,-17%,-6%,-1%,-22%,-28%,79µM*
GLS inh,.,19%,2%,0%,-1%,7%,-8%,2%,30%[activator],0%
BAZ2B block,?,5%,6%,8%,-1%,0%,-8%,-10%,-25%,50µM*
G9a block,?,.,-13%[59 µM],?,-26%,12%[59 µM],.,-4%,?,-20%[2.33 µM]
PI4K2A inh,3,-14,0,-3&-2,-5,36,3,-5,10,-4
HP1b chromo inh,28%,26%,45%[activator],21%,4%,29%,36%,51%[activator],11%,15%
ERG Ets-DNA blk,-11%,-1%,-5%,21%,6%,-1%,-5%,-1%,2%,-9%

11: CSc1ncccc1C(=O)Nc1ccccc1N1CCOCC1
12: O=C(Cn1ncc2c3ccccc3n(Cc3ccc(Cl)cc3)c2c1=O)NCc1ccccn1
13: O=C(O)CC12CC3CC(C1)CC(n1ncc(NCc4ccco4)c(Cl)c1=O)(C3)C2
14: CC(C)(C)c1ccc(/C=N/NC(=O)CN2CCS(=O)(=O)CC2)cc1
15: CC1(C)Cc2nc(N3CCOCC3)c(C#N)cc2CO1
16: CCOc1ccc(/C=C(/NC(=O)c2ccccc2Cl)C(=O)O)cc1
17: CC(=O)Nc1ccc(S(=O)(=O)N(C)CC(=O)N/N=C/c2cccs2)cc1
18: CC(NC(=O)c1ccccc1NC(=O)c1ccccc1)C(=O)N1CCOCC1 (stereo unspecified)
19: Cc1cc(C)n(-c2nc3ccccc3c(=O)n2OCC#N)n1
20: CC1CCCN(C(=O)CSc2nnc(-c3cccnc3)n2C2CCCCC2)C1 (stereo unspecified)

Compound,11,12,13,14,15,16,17,18,19,20
RGS4 inh,-32%,-3%,2%,-29%,3%,2%,3%,-35%,4%,-7%
ALOX12 inh,331%[activator],-30%,0%,21%,-3%,1%,0%,7%,25%,3%
JMJD2A Tudor inh,-11%,-15%,-7%,-12%,-25%,0%,-6%,-11%[57.1 µM],-6%,-9%
GLS inh,9%,-3%,5%,-1%,0%,2%,-9%,2%,-7%,2%
BAZ2B block,.,-1%,11%,2%,-1%,-22%,-19%,4%,26%,.
G9a block,.,37%[59 µM],-45%,.,-20%[12.7 µM],?,1%,7%[59 µM],8%,20%[59 µM]
PI4K2A inh,-3,0,2,0,2,5,0,-3,-4,0
HP1b chromo inh,6%,38%,6%,44%[activator],26%,22%,34%,63%[activator],23%,38%
ERG Ets-DNA blk,-7%,5%,-7%,-7%,-15%,1%,3%,1%,2%,4%

21: CCSS(=O)(=O)c1cccc2cccnc12
22: COc1ccc(CNC(=O)C2CCN(C(=O)c3ccccc3)CC2)cc1
23: O=C1C(=O)N(CC2CCCO2)C(c2ccco2)/C1=C(/O)c1ccc(F)cc1 (stereo unspecified)
24: CN(C)c1ccc(-c2nn3c(-c4cccnc4)nnc3s2)cc1
25: FC(F)(F)c1nnc2c(Sc3ccccc3)nc3ccccc3n12
26: S=C(NCC(c1cccnc1)N1CCOCC1)NC1CCCCC1 (stereo unspecified)
27: COc1cc(/C=N/N=C2/C(=O)Nc3ccccc32)ccc1O
28: COC(=O)C(NC(C)=O)(Nc1ccc(Br)cn1)C(F)(F)F (stereo unspecified)
29: COc1cc2c3nnc(-c4ccc(F)cc4)c-3cn(Cc3ccccc3F)c2cc1OC
30: O=C(CCN1CCCC1Cc1ccccc1)c1ccc2c(c1)OCCO2 (stereo unspecified)

Compound,21,22,23,24,25,26,27,28,29,30
RGS4 inh,-131%,12%,-24%,-30%,13%,-6%,-26%,15%,6%,-104%
ALOX12 inh,?,5%,?,.,-6%,-5%,-25%,-2%,-25%,12%
JMJD2A Tudor inh,1.1µM*,8%,-4%,-16%,1%,6%,?,-8%,-8%,89µM*
GLS inh,10µM*,1%,21%,-1%,-4%,8%,0%,6%,-14%,10%
BAZ2B block,22µM*,-4%,-25%,-23%,13%,-7%,?,2%,.,?
G9a block,0.45µM*,24%,?,-18%[12.7 µM],-11%[59 µM],13%,?,-1%[59 µM],?,2.8µM*
PI4K2A inh,-12,0,2,-5,5,-3,1,10,4,12
HP1b chromo inh,?,32%,35%,6%,37%,38%[activator],-36%,29%,40%[activator],?
ERG Ets-DNA blk,10%,-2%,-11%,-2%,-3%,-12%,14%,-17%,-16%,-9%

Brought forward from above: 4 entries, followed by the next part.
27: COc1cc(/C=N/N=C2/C(=O)Nc3ccccc32)ccc1O
28: COC(=O)C(NC(C)=O)(Nc1ccc(Br)cn1)C(F)(F)F (stereo unspecified)
29: COc1cc2c3nnc(-c4ccc(F)cc4)c-3cn(Cc3ccccc3F)c2cc1OC
30: O=C(CCN1CCCC1Cc1ccccc1)c1ccc2c(c1)OCCO2 (stereo unspecified)
31: NS(=O)(=O)c1ccc(NC(=O)CSc2cn[nH]n2)cc1
32: C/C(=N\N(C)C)c1ccc(OCCOc2ccc([N+](=O)[O-])cc2)cc1
33: COc1cc(CNc2ccc(C(=O)O)cc2)cc(Br)c1OCC(=O)NC(C)(C)C
34: Cn1c(=O)c2c(SCC(=O)NCc3ccco3)nc(-c3cccc(F)c3)nc2n(C)c1=O
35: CCOc1ccc2nc(NC(=O)CSc3nc4cccnc4n3C)sc2c1
36: COc1ccc(NC(=O)c2cccc(S(=O)(=O)N3CCc4ccccc43)c2)cn1
37: CCOC(=O)CNC(=O)N1CCc2cc(S(=O)(=O)N3CCC(C)CC3)ccc21
38: COc1ccc(N(Cc2ccccc2)S(=O)(=O)c2ccc(C)cc2)cc1
39: COc1ccc(CCNC(=O)CSc2nnc(Cc3csc(N)n3)n2C)cc1OC
40: COc1ccc(Cn2c(C(=O)O)c(CNC3CCCC3)c3ccc(OC)cc32)cc1

Compound,27,28,29,30,31,32,33,34,35,36,37,38,39,40
RGS4 inh,-26%,15%,6%,-104%,-20%,-23%,16%,24%,-10%,-19%,-3%,13%,13%,31%
ALOX12 inh,-25%,-2%,-25%,12%,0%,-8%,-26%,-20%,0%,-12%,-27%,-7%,-9%,-22%
JMJD2A Tudor inh,?,-8%,-8%,89µM*,-6%,45µM*,-10%,?,-3%,-2%,-10%,-17%[11.4 µM],50µM*,-23%
GLS inh,0%,6%,-14%,10%,6%,20%,24%,0%,1%,83%[activator],-4%,6%,-5%,0%
BAZ2B block,?,2%,.,?,-3%,?,2%,1%,1%,?,4%,3%,22µM*,?
G9a block,?,-1%[59 µM],?,2.8µM*,45µM*,?,4%[59 µM],4%[59 µM],3%[12.7 µM],-29%,-1%[59 µM],38%[activator],23%[59 µM],-45%[59 µM]
PI4K2A inh,1,10,4,12,-9,1,1,1,3,-2,3,0,-3,7
HP1b chromo inh,-36%,29%,40%[activator],?,48%[activator],?,19%,6%[57 µM],25%,20%,17%,49%[activator],26%,42%[activator]
ERG Ets-DNA blk,14%,-17%,-16%,-9%,14%,8%,0%,-14%,-1%,-2%,4%,15%,15%,1%

From PubChem
